# BRCT PPI green: inhibitors of human BRCA1 BRCT-phosphoprotein interaction (green fluorophore); P38398; Potency, µM (doses to about 76.9 µM), for the others: at the top dose activity change, negative = inhibition, actives largely listed as inhibitors; BRCA1 BRCT-phosphopeptide binding, green fluorescence polarization; 0.05% of 75,000 active;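 further: potency means the concentration at half of the fitted maximal effect; plate controls were peptide without protein for full effect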
#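 Fluorescence polarization: His-tagged BRCT (~35 kDa BRCA1 C-terminus, 250 nM) bound to 100 nM fluorescein-labeled phosphorylated 10-aa BACH1 peptide, pH 7.3 phosphate buffer with DTT and Tween 20. Compounds incubated 12 min at room temperature; inhibition read as lowered polarization.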
# GFP derepression: epigenetic GFP locus derepression in mouse cells; 0.09% of 68,000 active; mouse C127i GFP locus derepression, cytometry, 30 h; AID 597; Potency, µM (doses to about 46.1 µM), without a hit: at the top dose GFP derepression (activation); further: % of control where 0% means no effect
#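 Read-out is the number of GFP-positive cells, scored as fluorescent objects 20 to 120 um wide, reflecting derepression of a silenced CMV-GFP reporter in murine C127i cells after 30 h compound exposure at 37 C.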
# 4MU fluor: compound fluoresces in the 4-MU spectral region; max dye-equivalent concentration, M; compound autofluorescence, 340/450 nm, 4-MU equivalents; hits give high values; 11% of 59,000 active; AID 589; in the data active means max dye-equivalent concentration above about 10 nM; inconclusive means mostly about 1.1 nM to 9.6 nM
#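 Compounds in 100 mM Tris, pH 8.0, incubated 15 min at room temperature, then fluorescence read at 340 nm excitation/450 nm emission. Signal converted to 4-MU dye-equivalent concentration using an on-plate six-point 4-MU standard curve.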
# Casp7 inh: allosteric or competitive inhibitors of human caspase-7; P55210; recombinant caspase-7, Ac-DEVD-AFC fluorescence rate; Potency, µM (doses to about 57.5 µM), for inactives: top-dose activity change, negative = inhibition, actives largely listed as inhibitors; 0.02% of 75,000 active; active means well fitted inhibition curve with a large enough effect in the main read-out, with a control signal flat, not every such curve was filed as active; inconclusive means small, poorly fitted or top-dose-only effect, or a change in a side signal; further: potency means the concentration at half of the fitted maximal effect; % of control where 0% means no effect
# Casp1 inh: blocks human caspase-1 allosterically or competitively; P29466; Caspase-1 enzyme, Ac-WEHD-AFC fluorogenic rate; Potency, µM (doses to about 57.5 µM), for inactives: at the top dose activity change, negative = inhibition, most hits filed as inhibitors; 0.03% of 75,000 active; AID 900;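 further: potency means the concentration at half of the fitted maximal effect; plate controls were vehicle for no effect and no substrate for full effect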
# USP2a inhib: blocks human ubiquitin-specific protease USP2a; O75604; USP2a enzymatic assay, qHTS inhibition; Potency, µM (top dose mostly 38.3 µM), inactives show top-dose activity change, negative = inhibition, hits mostly inhibitors; 0.1% of 60,000 active;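 further: potency means the concentration at half of the fitted maximal effect; nearly all actives have a fitted effect of over 60% in size; plate controls were DMSO for no effect and NEM full inhibition control for full effect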
#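 USP2 core (20 nM final) was preincubated with compound for 30 min at RT in 20 mM Tris-HCl pH 8.0, 2 mM CaCl2, 2 mM beta-mercaptoethanol; Ub-PLA2 (20 nM) plus NBD C6-HPC (20 uM) then added, fluorescence read after 2.5 h.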
# A350 autofl: compound fluoresces in the Alexa 350 spectral region. Compound autofluorescence, 340/450 nm, Alexa 350 dye-equivalents; hits give high values. 11% of 59,000 active. max dye-equivalent concentration, M; in the data active means max dye-equivalent concentration above about 10 nM; inconclusive means mostly about 1.1 nM to 9.6 nM
# BRCT inh red: BRCT-phosphoprotein interaction inhibition (red fluorophore). P38398. BRCT-phosphopeptide binding, red fluorescence polarization. Potency, µM (top dose mostly 76.9 µM), without a hit: at the highest dose activity change, negative = inhibition, hits mostly inhibitors. 0.03% of 75,000 active. AID 892; further: on the % scale 0 is the no-effect control and ±100 the full control effect
#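 Fluorescence polarization: 100 nM His-tagged BRCA1 BRCT with 100 nM TAMRA-labelled phospho-BACH1 decapeptide, phosphate buffer pH 7.3 with 150 mM NaCl, DTT, 0.01% Tween 20; 12 min RT. Binding inhibition seen as FP decrease.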
# Ub-GFP proteasome: ubiquitin-GFP accumulation via proteasome inhibition; Ubiquitin-GFP reporter cells, proteasome inhibition, GFP fluorescence; response scale: untreated = 0%, 10 µM MG-132 = 100%; Potency, µM (series often up to 45.9 µM), inactives show top-dose activation (GFP accumulation), usual class: activators; 67,000 tested, under 10 active; active means well fitted activation curve with a large enough effect, not every such curve was filed as active; inconclusive means small, poorly fitted or top-dose-only effect, or another doubt; inactive means no such curve, though single readings can be large or run the other way; further: potency means the concentration at half of the fitted maximal effect
#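 Reporter cells (U2OS, ubiquitin-G76V-GFP fusion) are plated overnight, then treated 4 hr at 37 °C with compound titrations from 46 uM down to 2.9 nM. Activity is scaled against untreated cells and 10 uM MG-132.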
# HEK293 cAMP ctrl: parental HEK293 cAMP activation (counter-screen) | parental HEK293 CNG cAMP sensor, membrane potential fluorescence | Potency, µM (titrated, usually from 57.1 µM), without a hit: at the top dose activation, most hits filed as activators | 2.5% of 73,000 active; further: potency means the concentration at half of the fitted maximal effect; % of control where 0% means no effect; nearly all actives have a fitted effect of over 55% in size
#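 Parental HEK 293 cells stably expressing a cAMP-gated CNG channel were loaded with membrane potential dye containing 100 uM RO 20-1724 for 60 min. Compound added for 30 min; depolarization read as fluorescence intensity at 590 nm.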
# Fluorescein autfl: compound fluoresces in the fluorescein spectral region; Compound autofluorescence, 480/540 nm, fluorescein-equivalent; hits give high values; max fluorescein-equivalent concentration, M; 0.91% of 59,000 active; AID 593; in the data active means max fluorescein-equivalent concentration above about 10 nM; inconclusive means between about 1.1 nM and that limit
#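 In this qHTS profile, compound fluorescence was measured with a 480 nm/540 nm filter pair following a 15-min room-temperature incubation in 100 mM Tris (pH 8.0). A six-point fluorescein series on each plate served for normalization.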
# An asterisk follows results filed as active; i = inactive; ? = inconclusive; . = not tested or not shown; & = joins results of further samples; ! = not confirmed by another sample; [ ] = dose if it differs, or a comment. Unless noted, the call rests on the fitted dose curve; in most records, active means well fitted curve in the direction sought with a large enough effect; inconclusive means small, poorly fitted or top-dose-only effect, or another doubt; inactive means no such curve, though single readings can be large; an effect the other way counts as inactive or inconclusive. These rows are one share of the data; the hit share may differ from the screen's.
no.	Compound	BRCT PPI green	GFP derepression	4MU fluor	Casp7 inh	Casp1 inh	USP2a inhib
1	CCCCn1c(O)c(C(C)=NC(Cc2c[nH]c3ccccc23)C(=O)OC)c(=O)[nH]c1=O (configuration not stated)	-0.6%	6%	i	0%	-1%	-6%
2	CN(C(=O)Cc1ccc(Cl)c(Cl)c1)[C@@H](CN1CCCC1)c1cccc(OCC(=O)O)c1	1.4%&-1.2%	0%&0%	i	0%&1%	-1%&5%	-1%
3	O=C(CNS(=O)(=O)c1ccc(Br)s1)N1CCC2(CC1)OCCO2	-3.3%	-2%	i	1%	3%	0%
4	CN(C)C(=O)Oc1ccc[n+](C)c1	-4.2%[3.08 µM]	-2%[20.6 µM]	i	-1%&-1%	0%&4%	-12%&0%
5	Oc1ccc(CCNCc2cc3c(cc2Br)OCO3)cc1	0.5%[15.4 µM]	3%[9.22 µM]	i	2%[11.5 µM]	-2%[11.5 µM]	.
6	CN(C)[C@@H]1C(=O)C(C(N)=O)=C(O)[C@@]2(O)C(=O)C3=C(O)c4c(O)cccc4[C@@](C)(O)[C@H]3[C@H](O)[C@@H]12	0.9%	4%[20.6 µM]	2.6e-08M*	-25%	-8%	.
7	Cc1ccc(N)c(N)c1	-1.2%	.	.	-4%	-2%	.
8	Cc1ccc(Cn2c(C)c3cnn(CC(=O)N4CCC5(CC4)OCCO5)c(=O)c3c2C)cc1	-0.9%	.	.	1%	3%	.
9	CC1=NN(c2ccc(S(=O)(=O)O)cc2C)C(=[OH+])[C@H]1N=Nc1cc(S(=O)(=O)O)ccc1C(=O)O.O.[Cr]	0.6%[15.4 µM]	0%[9.22 µM]	i	-1%[11.5 µM]	1%[11.5 µM]	.
10	CCCCOc1ccc(CC2C(=O)N(C)C(=O)N(C)C2=O)cc1	-0.5%	-3%	.	2%	-2%	?

no.	A350 autofl	BRCT inh red	Ub-GFP proteasome	HEK293 cAMP ctrl	Fluorescein autfl
1	i	-0.4%	-2%	?	i
2	i	2.0%&-0.8%	-3%&-5%	-1%&10%	i
3	i	1.5%	-6%	2%	i
4	i	-1.1%&-2.9%	-4%	?	i
5	i	-1.7%[15.4 µM]	3%[9.17 µM]	6%[11.4 µM]	i
6	3e-08M*	-6.3%	.	21%	?
7	.	0.3%	.	22%	.
8	.	-1.5%	.	7%	.
9	i	-2.6%[15.4 µM]	-1%[9.17 µM]	?	i
10	.	0.7%	9%[9.17 µM]	1%[11.4 µM]	.

# Next section.
no.	Compound	BRCT PPI green	GFP derepression	4MU fluor	Casp7 inh	Casp1 inh	USP2a inhib
11	Nc1nnc(CCN2CCCCC2)s1	-2.4%	0%	i	2%	0%	-7%
12	Cc1cccc(C#N)c1	-1.0%	.	.	2%	-5%	.
13	Nc1ccc(Cl)cc1N	7.9%	.	.	-2%	-3%	.
14	CC(C)CN1CCCC2(CCN(C(=O)Oc3ccccc3)CC2)C1	7.2%	-2%[9.22 µM]	i	-2%	0%	39%[activator]
15	CCN1C[C@@]2(C)CC[C@@H](OC)[C@@]34C2C(O)[C@@]2(OCO[C@]25CC(OC)C2C[C@@]3(O)C5C2O)C14 (some centres not stated)	-2.4%[3.08 µM]	.	.	1%	2%	2%
16	CCC(=NCc1ccco1)c1c(O)n(-c2ccccc2)c(=O)[nH]c1=O	0.7%	3%	i	1%	-1%	-1%
17	COc1ccc(CNC(=O)/C=C\c2ccc3[nH]cc(CCN(C)C)c3c2)cc1	-4.0%	-1%&0%	i	3%	2%	-1%
18	CNC(=O)O/N=C(/C)SC	-3.5%	.	.	-1%	2%	-8%
19	Cc1ccc2c(c1)C1CN(C)CCC1N2C(=O)Cn1cnc2c1c(=O)n(C)c(=O)n2C (configuration not stated)	-2.2%	-1%	i	1%	2%	3%
20	Clc1ccc(C(Cl)(Cl)Cl)c(Cl)c1	-1.1%	.	.	-1%	-1%	.

no.	A350 autofl	BRCT inh red	Ub-GFP proteasome	HEK293 cAMP ctrl	Fluorescein autfl
11	i	-0.9%	-2%	3%	?
12	.	-0.1%	.	10%	.
13	.	-3.6%	.	-5%	.
14	i	-0.3%	1%	13%	i
15	.	-3.8%	.	.	.
16	i	-1.0%	9%	7%	i
17	i	-4.1%	3%&3%	18%	?
18	.	-0.3%	.	.	.
19	i	0.0%	-3%	-1%	?
20	.	-0.2%	.	52%	.

# Part of the list above with just USP2a inhib and BRCT PPI green.
no. | SMILES | USP2a inhib | BRCT PPI green
11 | Nc1nnc(CCN2CCCCC2)s1 | -7% | -2.4%
12 | Cc1cccc(C#N)c1 | . | -1.0%
13 | Nc1ccc(Cl)cc1N | . | 7.9%

# Additional compounds
no.	Compound	BRCT PPI green	GFP derepression	4MU fluor	Casp7 inh	Casp1 inh	USP2a inhib
21	CCCCn1c(O)c(C(CC)=Nc2ccc(OCC)cc2)c(=O)[nH]c1=O	-2.2%	2%	i	-5%	-6%	9%
22	CC(C)[C@]1(O)[C@@H](OC(=O)c2ccc[nH]2)[C@]2(O)[C@@]3(C)C[C@@]4(O)O[C@@]5([C@H](O)[C@@H](C)CC[C@]35O)[C@]2(O)[C@]41C	0.5%[15.4 µM]	9%[9.22 µM]	i	-1%[11.5 µM]	0%[11.5 µM]	.
23	COc1ccc(NC(=O)N2CC[C@@]3(CCCN(C(=O)Oc4ccccc4)C3)C2)cc1	-2.9%	0%[9.22 µM]	i	-2%	-2%	32%[activator]
24	O=C1C=CC(=O)c2c(O)cccc21	-6.5%[3.08 µM]	.	.	?	20µM*	13µM*
25	O=C(c1cc2nc(-c3ccccc3)cc(-c3ccccc3)n2n1)N1CCC2(CC1)OCCO2	1.5%	2%	6.4e-08M*	-28%	?	59%[activator]
26	CN1CC[C@@]2(CCCN(C(=O)c3ccco3)C2)C1	-6.5%	-2%[9.22 µM]	i	-11%	-4%	-2%
27	CN(C)CCCCCCN(C)C	0.2%	.	.	0%	-2%	.
28	COCCOC(=O)C1=C(N)Oc2c(c(=O)oc3ccccc23)C1c1ccncc1 (configuration not stated)	0.2%	4%	i	1%	-2%	6%
29	CCN(c1ccc(C(O)(C(=O)OC)C(F)(F)F)cc1)S(=O)(=O)c1ccccc1 (configuration not stated)	-1.2%	0%	.	-2%	-2%	.
30	CCCCCP(=O)(O)c1ccccc1	-2.6%	-3%	.	1%	-4%	3%

no.	A350 autofl	BRCT inh red	Ub-GFP proteasome	HEK293 cAMP ctrl	Fluorescein autfl
21	i	0.8%	3%	?	i
22	i	-3.3%[15.4 µM]	2%[9.17 µM]	4%[11.4 µM]	i
23	i	-2.0%	-11%	5%	i
24	.	?	.	.	.
25	4.8e-08M*	0.5%	2%	27%	i
26	i	1.0%	8%	1%	i
27	.	0.1%	.	?	.
28	i	0.3%	1%	-1%	?
29	.	0.0%	6%	22%	.
30	.	0.4%	17%	6%	.

# (continued)
no.	Compound	BRCT PPI green	GFP derepression	4MU fluor	Casp7 inh	Casp1 inh	USP2a inhib
31	COc1ccc(C(c2ccc(OC)cc2)C(Cl)(Cl)Cl)cc1	0.4%&-4.1%	.	.	3%&-1%	-4%&-2%	-9%
32	O=[N+]([O-])c1ccc2nc(N3CCNCC3)ccc2c1	-2.8%	0%	i	1%	2%	-5%
33	Cc1cccc(C)c1NC1=NCCCS1	-2.3%	0%	i	-14%	-12%	1%
34	COc1cc2c(cc1OC)[C@H](C)NCC2	-3.6%[34.4 µM]	-5%[9.22 µM]	3.5e-08M*!	1%[25.7 µM]	-2%[25.7 µM]	1%[17.1 µM]
35	Nc1ccccc1C(=O)OCCOc1ccccc1	-3.8%	2%	5.7e-08M*	-5%	-1%	-4%
36	[O-][Br+2]([O-])O	0.3%&-2.2%	.	.	-9%&-17%	-2%&0%	.
37	CC(C)n1nnnc1CN1CCN(C)CC1	-0.2%	-2%	i	2%	2%	-5%
38	CN(C(=O)Oc1cccc2cccnc12)c1ccccc1	-2.2%	.	.	-1%	-1%	.
39	C[C@H](CC(C#N)(c1ccccc1)c1ccccc1)N1CCCCC1	-1.8%[15.4 µM]	0%[9.22 µM]	i	1%[11.5 µM]	1%[11.5 µM]	.

no.	A350 autofl	BRCT inh red	Ub-GFP proteasome	HEK293 cAMP ctrl	Fluorescein autfl
31	.	-4.7%&0.5%	.	?	.
32	i	-1.4%	-2%	-6%	?
33	i	-0.4%	-5%	?	?
34	3.6e-08M*!	-0.3%[34.4 µM]	2%	?	?
35	6.6e-08M*	-1.0%	-3%	19%	i
36	.	0.0%&0.9%	.	-24%	.
37	i	0.3%	1%	10%	i
38	.	0.0%	.	27%	.
39	i	-0.6%[15.4 µM]	-6%[9.17 µM]	20%[11.4 µM]	?

# Screens as filed in PubChem BioAssay.
